Source: PubChem
Ba/F3 V617F tox: lowers viability of Ba/F3 cells expressing EpoR and JAK2V617F; AID 1446; inhibition, % at 5.6 µM; 220,000 compounds, 1.1% hits; ATP luminescence;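 active = inhibition above the campaign mean plus 3 SD over all tested compounds, cut at about 24% in these data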;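 also: cytokine-independent growth of Ba/F3 cells driven by EpoR plus mutant JAK2; 0% = DMSO-treated cells and 100% = JAK inhibitor I control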
S1P4 ag: agonists of human S1P4 receptor. O95977. S1P4-expressing cell line, agonist reporter assay. activation, % at 4.98 µM. 220,000 compounds, 0.35% hits. AID 1509; in the data active = activation above about 11%;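 also: 0% = DMSO vehicle and 100% = reference agonist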
Target sequence (O95977 whole entry, looked up): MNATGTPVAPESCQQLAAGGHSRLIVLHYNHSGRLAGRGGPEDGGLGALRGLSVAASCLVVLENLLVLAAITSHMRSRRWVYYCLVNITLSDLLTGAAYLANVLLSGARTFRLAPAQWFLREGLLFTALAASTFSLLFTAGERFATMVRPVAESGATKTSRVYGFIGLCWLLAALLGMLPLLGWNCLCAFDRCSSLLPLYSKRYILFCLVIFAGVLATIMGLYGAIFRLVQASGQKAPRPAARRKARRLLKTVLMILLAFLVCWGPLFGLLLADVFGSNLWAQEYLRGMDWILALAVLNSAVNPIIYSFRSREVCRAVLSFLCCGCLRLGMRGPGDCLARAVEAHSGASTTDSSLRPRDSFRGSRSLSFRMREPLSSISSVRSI
NPY2 pot ag: potentiates or activates human NPY-Y2 receptor. activation, % at 3.6 µM. AID 1359. 220,000 compounds, 0.45% hits. cells expressing NPY-Y2, potentiator/agonist read-out; in the data active = activation above about 27%;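 also: cells stimulated with NPY near EC25 plus isoproterenol at EC100; 0% = vehicle plus submaximal agonist and 100% = vehicle plus saturating agonist; some results beyond the cut were filed as inactive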
Target sequence (P49146 whole entry, looked up): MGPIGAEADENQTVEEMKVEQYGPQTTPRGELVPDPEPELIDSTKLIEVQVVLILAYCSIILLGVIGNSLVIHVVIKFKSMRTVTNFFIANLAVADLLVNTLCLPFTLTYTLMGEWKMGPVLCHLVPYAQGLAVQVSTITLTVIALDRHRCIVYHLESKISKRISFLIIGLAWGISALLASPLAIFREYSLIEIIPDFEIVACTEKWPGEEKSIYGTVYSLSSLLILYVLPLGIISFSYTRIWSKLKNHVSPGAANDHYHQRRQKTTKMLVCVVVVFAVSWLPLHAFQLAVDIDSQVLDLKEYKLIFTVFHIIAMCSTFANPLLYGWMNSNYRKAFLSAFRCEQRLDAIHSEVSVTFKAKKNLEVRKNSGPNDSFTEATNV
BaF3 parental: parental Ba/F3 viability inhibition as JAK2V617F counter-screen | CellTiter-Glo ATP luminescence | inhibition, % at 5.6 µM | 220,000 compounds, 1.1% hits | AID 1486;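 active = inhibition above a per-campaign cutoff, the mean inhibition of all tested compounds plus 3 SD, cut at about 27% in these data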;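 also: 0% = DMSO wells and 100% = JAK Inhibitor I control wells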
NPY Y1 blocker: NPY-Y1 (human) receptor antagonism; HEK293-CNG Y1 cells, membrane potential fluorescence; NPY at EC95, then isoproterenol; inhibition, % at 3.6 µM; 200,000 compounds, 1% hits;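 active = inhibition above the campaign mean inhibition of all tested compounds plus 3 SD, cut at about 20% in these data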;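 also: 0% = DMSO wells given NPY plus isoproterenol and 100% = isoproterenol alone without NPY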
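System: HEK293 cells with Y1 receptor plus CNG channel / Probe or stimulus: NPY 25 nM then isoproterenol 1 µM plus Ro 20-1724 25 µM / Compound: one concentration, 3.6 µM, in 0.4% DMSO / Schedule: compound incubation 1 h at room temperature, readout 45 min post-stimulation / Measured by: membrane potential fluorescence / Read-out: % inhibition of NPY effect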
NPY-Y1 PAM-ag: human NPY-Y1 potentiation or agonism, primary screen; activation, % at 3.6 µM; 220,000 compounds, 0.37% hits; NPY-Y1 expressing cells, potentiator/agonist activation; in the data active = activation above about 33%, passing the limit was not always enough;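 also: cells stimulated with NPY at EC10 then isoproterenol at EC100; 0% = low agonist plus stimulus and 100% = saturating agonist plus stimulus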
p47phox inh: inhibitors of human p47phox binding; 220,000 compounds, 0.53% hits; inhibition, % at 24.7 µM; p47phox/p22phox peptide binding, fluorescence polarization, 2 h; P14598;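 active = inhibition above about 30%, limit read from the data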;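 also: 0% = p47phox with labelled peptide and 100% = labelled peptide alone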
S1P4 antag: antagonists of human S1P4 receptor | AID 1510 | 220,000 compounds, 0.26% hits | O95977 | inhibition, % at 4.98 µM | S1P4-expressing cells, antagonist mode, reporter read-out; in the data active = inhibition above about 29%;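 also: 0% = wells stimulated with agonist and 100% = vehicle wells without agonist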
CHOP inh: blocks CHOP induction under ER stress. 220,000 compounds, 3.8% hits. AID 2732. CHO-K1 CHOP-promoter luciferase, tunicamycin-induced, 15-18 h. inhibition, % at 10 µM;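 active = compounds that reduced the stress-induced luciferase reporter signal by more than about 70% of percent inhibition, limit read from the data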;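 also: 0% = tunicamycin plus vehicle and 100% = wells without tunicamycin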
The depositor's hits bear a star; nt = no result given. An unsorted share of the library; 7.1% or so of the library scored in one or more.

SMILES	Ba/F3 V617F tox	S1P4 ag	NPY2 pot ag	BaF3 parental	NPY Y1 blocker	NPY-Y1 PAM-ag	p47phox inh	S1P4 antag	CHOP inh
CCCC(=O)NC(c1ccc(OC)cc1)c1ccc2cccnc2c1O (centres undefined)	54*	1.7	-4	66*	1	12	5	-14	82*
CSCc1cc(N2CCOCC2)nc(-c2ccccc2)n1	-3	0.4	14	1	0	-4	-2	13	7
NS(=O)(=O)c1ccc(CCNCc2cccs2)cc1	4	2.3	-6	9	2	-17	2	-14	-6
CCN(CC)CCSc1nc(O)c(Cc2ccccc2)c(=O)n1-c1ccccc1	3	0.8	-7	11	2	15	-5	0	5
COC(=O)c1ccc(CSc2nnc(NC(=O)c3cc4c(s3)CCCC4)s2)cc1	0	0.2	-9	3	-2	9	-62	-19	15
CCOC(=O)C(NC(=O)c1ccc(OC)cc1)(N1CCOCC1)C(F)(F)F (centres undefined)	-3	0.7	13	2	2	10	-3	-2	21
COc1ccc(CC(=O)Nc2nnc(C)s2)cc1	-2	0.9	3	0	2	-10	-3	1	-6
C=CCN(c1ccccc1)S(=O)(=O)c1ccc2c(c1)oc(=O)n2C	-1	-1.3	6	2	-2	15	-7	-7	2
COc1cccc(C(=O)N(c2ccc(OC)cc2OC)C2C=CS(=O)(=O)C2)c1 (centres undefined)	2	-0.2	-3	5	-1	4	-3	5	9
O=C(C1CCCN(Cc2cccc(F)c2)C1)N1CCCCC1 (centres undefined)	-4	2.4	5	4	8	-8	2	-1	-18
CCC(C)N(C(=O)CSc1nc(-c2ccccc2)cs1)C1CCS(=O)(=O)C1 (centres undefined)	-2	0.5	4	4	3	11	-6	2	33
CC1=C(C(N)=O)C(c2cccs2)n2ncnc2N1 (centres undefined)	-4	-1.8	-4	-4	nt	15	-8	-9	-7
Cc1nn(C)c(C)c1S(=O)(=O)N1CCCC(C(=O)NC2CCCCC2)C1 (centres undefined)	1	-0.3	-12	2	3	26	-6	14	1
Fc1ccc(N2CCN(Cc3cn[nH]c3-c3ccccc3)CC2)cc1	2	0.1	-3	-1	nt	-7	2	13	4
CS/C(=N\N(C)C(N)=O)c1ccccc1	1	0.0	9	5	0	-2	-2	-23	2

Structural class: the compounds so far containing four or more nitrogen atoms
SMILES	Ba/F3 V617F tox	S1P4 ag	NPY2 pot ag	BaF3 parental	NPY Y1 blocker	NPY-Y1 PAM-ag	p47phox inh	S1P4 antag	CHOP inh
CC1=C(C(N)=O)C(c2cccs2)n2ncnc2N1 (centres undefined)	-4	-1.8	-4	-4	nt	15	-8	-9	-7
Cc1nn(C)c(C)c1S(=O)(=O)N1CCCC(C(=O)NC2CCCCC2)C1 (centres undefined)	1	-0.3	-12	2	3	26	-6	14	1
Fc1ccc(N2CCN(Cc3cn[nH]c3-c3ccccc3)CC2)cc1	2	0.1	-3	-1	nt	-7	2	13	4

The results go on.
SMILES	Ba/F3 V617F tox	S1P4 ag	NPY2 pot ag	BaF3 parental	NPY Y1 blocker	NPY-Y1 PAM-ag	p47phox inh	S1P4 antag	CHOP inh
OCCC1CN(Cc2cnc(N3CCCC3)s2)CCN1Cc1ccccc1 (centres undefined)	4	2.2	-15	6	-5	-8	-2	-3	10
CSc1nsc2nc(=O)c(/C=C3\C=Nc4ccccc43)c(N)n12	0	0.9	-6	56*	1	-4	-10	7	1
O=C(CN(Cc1ccco1)C(=O)CNS(=O)(=O)c1ccccc1)NCc1ccc(F)cc1	5	2.8	1	4	0	14	-3	-2	19
Cc1cc(Cl)cc(Cl)c1OCCOc1cccc2cccnc12	0	2.8	-29	5	11	-45	9	-8	68
Cc1ccc(Nc2nc(N)nc(-c3oc4ccccc4c3C)n2)cc1	76*	1.4	-30	76*	24*	-19	2	2	-73
CC(C)(CC(=O)O)CC(=O)Nc1ccccc1Oc1ccccc1	-4	1.1	-12	-3	nt	-20	-8	2	-5
O=C(NCCCN1CCCC1=O)c1cc(-c2cccnc2)nc2ccc(Cl)cc12	-1	0.3	-8	2	0	5	-1	4	3
COc1ccccc1N(CC(=O)NC(C)(C)C)C(=O)Cn1nnc(-c2ccc(C)o2)n1	-3	1.6	4	-5	-3	9	-14	-12	15
Cc1sc(NC(=O)C2C3CCC(O3)C2C(=O)O)c(C(=O)OC(C)C)c1-c1ccc(Cl)cc1 (centres undefined)	-5	-0.2	13	-3	1	-3	-6	-1	-8
COc1ccccc1CNCC(=O)NCc1ccc(C)cc1	-2	2.3	2	2	12	2	-7	-4	-10
Cn1c(=O)n(CCOc2ccccc2Cl)c2ccccc21	-1	-1.7	0	5	6	-4	-7	5	-20
CCOC(=O)C1=C(C)N(C)C(=O)NC1c1ccccc1OC (centres undefined)	0	0.7	17	5	-3	12	-6	-2	30
CCSc1nc(N)c2c3c(sc2n1)CN(C)CC3	-6	-1.6	-2	3	5	0	-26	-14	-6
[O-][n+]1ccc(C2CC2)cc1	-1	2.0	23	6	-3	9	1	0	-5
CSc1nc(C)cc(SC(C(C)=O)C(=O)Nc2ccccc2)n1 (centres undefined)	1	2.2	-18	1	4	-9	-8	-5	9
O=C(Nc1ncc(Cc2cccc(C(F)(F)F)c2)s1)C1CCCO1 (centres undefined)	3	1.5	5	-4	nt	8	-9	-6	-9
CC1CCN(S(=O)(=O)c2ccc(C(=O)NNC(=O)C3CC3)cc2)CC1	-1	2.1	-3	3	1	12	-7	6	-8
CCN(CC)CCNC(=O)c1ccc(Sc2ccc(C)cc2)c(NC(C)=O)c1	0	-0.8	-8	4	2	6	nt	-15	23
CCCc1cc(C(=O)Nc2ccc(C(C)=O)cc2)no1	-4	0.8	7	0	-2	3	-3	-3	1
CCCC(c1nnnn1Cc1ccc(OC)cc1)N1CCN(c2ccccc2OC)CC1 (centres undefined)	4	0.7	-14	8	10	-36	-6	-2	51
COc1ccc(NC(=O)Cc2nc3ccccc3[nH]2)cc1	-2	0.7	-23	5	13	-49	-8	-3	-11
Cc1nc2ccccc2c2c1C(=O)N(Cc1cccnc1)C2=O	2	1.5	7	2	1	12	-4	6	18
CCn1cnc2c1c(=O)n(Cc1nnc3n1-c1ccccc1SC3)c(=O)n2Cc1ccccc1	2	-0.5	5	4	-3	23	-4	6	-4
COc1cc(C(=O)Nc2ccc(-c3nnc(-c4ccco4)o3)cc2)cc(OC)c1OC	-3	0.3	11	-4	0	-3	-6	-2	-6
Cc1nnc(NC(=O)CC(NC(=O)C(F)(F)F)c2ccccc2)s1 (centres undefined)	0	0.9	0	4	-5	19	-11	-10	10
COc1ccc(NC(=S)NC(NC(=O)c2ccccc2Cl)C(Cl)(Cl)Cl)c([N+](=O)[O-])c1 (centres undefined)	-1	1.6	14	4	-5	21	-2	-8	28
CCOc1ccc(CNC(=O)c2ccc(Sc3ccc(C)cc3)c(NC(C)=O)c2)cc1OC	2	1.3	-2	5	1	7	-7	-20	11
O=C(/C=C/c1ccc2c(c1)OCO2)N1CCOCC1	0	-0.8	-30	0	7	-39	-1	-7	-18
CCCC(=O)NC(c1ccc(N(C)C)cc1)c1c(O)ccc2ccccc12 (centres undefined)	-2	0.7	6	2	-5	16	2	-3	14
CCOCc1c(C(=O)NC2CCCCCC2)oc2ccccc12	-3	2.1	0	6	12	-14	5	-3	23
CCOC(=O)CN(C#N)c1nc(N(C)C)nc(N(C)C)n1	-3	2.0	1	4	-2	15	-5	-15	2
O=C(Cn1nnc2c(cnn2-c2ccc(F)cc2)c1=O)c1ccccc1F	1	0.4	8	4	-3	-15	-8	-12	15
CCN1CCN(C(=O)c2cc3cc([N+](=O)[O-])ccc3oc2=O)CC1	-1	1.4	8	3	-3	2	-6	-2	16
COC(=O)C1=C(C)N(Cc2ccco2)C(=O)/C1=C\c1ccc([N+](=O)[O-])cc1	-1	-0.3	14	-1	-3	-2	-44	15	-31
COc1cc(O)c2c(=O)cc(-c3ccccc3)oc2c1	-2	1.2	2	-7	7	-4	-5	-6	24
COc1ccc(NC(=O)CN(Cc2ccccc2)S(C)(=O)=O)cc1OC	1	1.1	8	9	-4	-36	-7	-18	17
COC(=O)c1coc(-c2ccc(C)cc2)c1C(=O)OC	-2	0.8	-15	4	8	-18	-17	-9	45
CCn1cc(C2N3CC4(C)CN2CC(C)(C3)C4=O)c2ccccc21 (centres undefined)	-4	-2.4	0	0	4	1	-7	-29	32
CCOc1ccc(-c2noc(=O)[nH]2)cc1	0	0.8	2	2	-5	8	5	2	7
NS(=O)(=O)c1ccc(O)c(NC(=O)c2ccc([N+](=O)[O-])o2)c1	-1	-0.5	1	1	nt	2	-5	14	-8
COc1ccccc1N1CCN(C(=O)c2c(-c3c(Cl)cccc3Cl)noc2C)CC1	-1	-0.3	11	3	-1	-2	-5	-2	14
O=C(N/C=C/c1ccccc1)Nc1ccc(Cl)cc1	-3	-0.1	6	-1	-8	21	-14	-3	87*
Fc1ccc(CNCc2ccccc2Cl)cc1	-1	-0.6	-17	1	10	3	5	-2	14
O=C(CCN1C(=O)c2ccccc2C1=O)Nc1sc2c(c1C(=O)NCc1ccco1)CCCC2	-1	0.1	-3	-1	-2	-2	-17	-19	1
O=C1NC2(CCCCC2)Oc2ccccc21	-1	-1.4	-7	2	-3	33	-27	13	31
CCCC1(C(=O)OC)NC(c2ccc(OC)c(OC)c2)C2C(=O)N(c3ccc4c(c3)OCO4)C(=O)C21 (centres undefined)	0	-3.0	1	5	-1	12	5	23	25
Cc1sc2nc(COC(=O)C(NC(=O)c3ccc(Cl)cc3Cl)C(C)C)[nH]c(=O)c2c1C (centres undefined)	-2	0.3	-9	5	-3	-5	-61	-8	95*
CCn1c(COc2ccccc2C)nnc1SCC(=O)CC(=O)Nc1ccccc1OC	-1	-1.2	-24	3	1	-7	-6	-3	-3
Cc1ccccc1CSc1nc(-c2ccccc2)cc(=O)[nH]1	-3	1.9	-17	7	-2	-2	0	-25	87*
COc1ccc(S(=O)(=O)n2oc(=O)cc2-c2ccccc2)cc1	-1	0.6	-16	1	4	14	-3	-31	47
COc1cc2nc(CN(C)Cc3ccc(SC)cc3)[nH]c(=O)c2cc1OC	-1	1.0	2	4	nt	-16	-6	-5	25
O=C(COC(=O)/C=C/c1ccc(Cl)cc1)NCCc1ccccc1	-2	-1.2	7	6	6	-3	-3	-6	-18
CC[n+]1c(C)sc2cc(C)ccc21	-1	-1.2	-3	6	3	0	-9	2	23
Cc1ccc(C(C)C)c(OCC(=O)NN=C(CCl)CCl)c1	3	-0.7	-25	-5	nt	-8	-45	-8	106*
COc1ccc(CNC(=O)C2CC(c3ccc(OC)cc3)=NO2)cc1 (centres undefined)	6	-0.2	-11	6	14	-21	-8	2	0
CCCCNc1cc(C)oc(=O)c1C(C)=O	3	0.7	-3	11	4	11	0	-21	-34
COc1ccc(C2C(C(=O)c3cccs3)=C(O)C(=O)N2c2nnc(C)s2)cc1OC (centres undefined)	1	0.6	1	1	9	15	-23	-4	-5
O=C(O)C1CC(c2ccccc2F)=NO1 (centres undefined)	-1	0.3	-3	4	1	-22	-9	-11	19
CC(C)(C)c1[nH]c2ccccc2c1/C=N/O	0	0.5	7	4	10	16	-1	-7	-8
